# Screening data (PubChem BioAssay)
# PolyA inhibitor = polyadenylation inhibitors in yeast reporter cells, primary screen, luminescence, S. cerevisiae | hit rate 0.02% among 300,000 | S. cerevisiae SKY197-pL101 polyadenylation reporter, beta-gal luminescence; efflux-impaired pdr1/pdr3 knockout yeast; score 100 = 6 SD above DMSO | calls only at 12 µM;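 active = lowest replicate activity score at least 50, where 100 means six control SD above control mean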;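 note: yeast exposed to compound for 9 h at 30 °C; higher score means more reporter readthrough which indicates perturbed polyadenylation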
# AI-2 QS modul = Vibrio harveyi AI-2 quorum sensing modulators, primary screen, JMH597 strain, luminescence/OD600 ratio; Vibrio harveyi JMH597 AI-2 luminescence/OD600 ratio, 9 h; hits give low values; strain lacks LuxN and CqsS sensors; 0 = neutral-control median; AID 2094, 2009; hit rate 0.4% among 300,000; activity change, % at 7.5 µM; in the data active = activity change below about -75%, passing the limit was not always enough;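 note: luminescence divided by OD600 gain over 9 h not by final OD600 alone; inactives centre near 13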
# GSK3B inh = human GSK3beta kinase inhibitors, primary screen, biochemical, cell-free homogeneous, HTS | GST-GSK3beta kinase, ADP-Glo luminescence, 60 min; hits give low values | hit rate 0.038% among 300,000 | AID 2097, 2009 | activity score (negative = inhibition), % at 10 µM | Glycogen synthase kinase-3 beta (Homo sapiens), P49841;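 active = more than half of replicate wells score below -50%, meaning over 50% inhibition versus plate controls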;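 note: 0% = median DMSO wells and -100% = median GW8510 positive control wells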
# Target sequence (P49841 whole entry, looked up): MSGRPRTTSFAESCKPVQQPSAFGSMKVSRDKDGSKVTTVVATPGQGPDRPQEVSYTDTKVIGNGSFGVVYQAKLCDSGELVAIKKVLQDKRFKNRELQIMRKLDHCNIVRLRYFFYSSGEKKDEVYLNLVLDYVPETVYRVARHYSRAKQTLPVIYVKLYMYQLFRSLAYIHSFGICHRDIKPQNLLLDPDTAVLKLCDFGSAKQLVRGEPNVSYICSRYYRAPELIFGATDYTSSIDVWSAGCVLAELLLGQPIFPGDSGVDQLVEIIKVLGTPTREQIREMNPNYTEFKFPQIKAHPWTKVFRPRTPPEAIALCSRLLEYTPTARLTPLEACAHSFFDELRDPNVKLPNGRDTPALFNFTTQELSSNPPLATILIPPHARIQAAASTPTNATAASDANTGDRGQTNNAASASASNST
#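 Test system: GST-fused GSK3beta enzyme, cell-free | Quantity: 1.6 ng GST-GSK3beta enzyme per well | Reagent: 25 µM ATP with peptide substrate | Schedule: 60 min enzyme reaction, room temperature | Signal: Luminescent ADP-Glo measurement of ADP formed | Read-out basis: Score relative to plate controls | Control set: DMSO and 20 µM GW8510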
# DYRK1A inh = rat Dyrk1A kinase inhibitors, primary screen, biochemical, single point, plate reader; hit rate 0.43% among 310,000; Dual specificity tyrosine-phosphorylation-regulated kinase 1A (Rattus norvegicus), Q63470; ADP-Glo luminescence, NFATc1 peptide; inhibition, % at 12.5 µM; in the data active = inhibition above about 50%;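 note: plate controls were vehicle with enzyme for no effect and no enzyme for full effect; many of its hits are not listed in these tables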
# GSK3 alpha inh = blockers of GSK3A enzyme activity – biochemical, luminescence, cell-free homogeneous, HTS, primary screen; GSK-3 alpha kinase, ADP-Glo luminescence, 60 min; inhibition, % at 10 µM; hit rate 0.1% among 320,000;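 in the data active = inhibition above about 50%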;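 note: GST-tagged GSK-3 alpha with peptide substrate and 25 µM ATP; 0% = DMSO neutral wells and 100% = GW8510 positive control wells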
# Target sequence (P49840 whole entry, looked up): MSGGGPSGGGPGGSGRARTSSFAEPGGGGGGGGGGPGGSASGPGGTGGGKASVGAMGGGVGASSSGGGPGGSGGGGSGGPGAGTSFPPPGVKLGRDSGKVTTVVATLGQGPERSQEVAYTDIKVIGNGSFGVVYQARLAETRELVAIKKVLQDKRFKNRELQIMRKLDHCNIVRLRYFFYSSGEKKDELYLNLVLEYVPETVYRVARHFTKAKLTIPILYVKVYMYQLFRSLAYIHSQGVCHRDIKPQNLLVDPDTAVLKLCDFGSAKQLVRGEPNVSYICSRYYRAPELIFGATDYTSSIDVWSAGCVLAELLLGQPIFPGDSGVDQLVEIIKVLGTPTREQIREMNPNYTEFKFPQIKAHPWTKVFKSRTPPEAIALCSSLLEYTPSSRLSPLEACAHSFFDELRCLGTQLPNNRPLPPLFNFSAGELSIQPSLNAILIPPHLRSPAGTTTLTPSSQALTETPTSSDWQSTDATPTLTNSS
# HSF1 inhib = HSF1 inhibitors in luciferase reporter cells, primary screen, cell-based, NIH3T3, luminescence | NIH3T3-HGL HSE-luciferase, MG132-induced, luminescence 8 h; hits give low values | activity change, negative = inhibition, % at 7.5 µM (by protocol) | hit rate 0.77% among 300,000;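 active = more than half of replicate wells show activity change below -50%, luminescence cut by over half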;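 note: luciferase reports HSF-1 transcriptional activity via heat shock element; 0% = median of DMSO wells and -100% = zero luminescence signal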
# HSP90 inh = HSP90 inhibitors, primary screen, cell lysate, luminescence; Rabbit reticulocyte lysate, luciferase refolding luminescence, 3 h; inhibition, % at 5.6 µM; Heat shock protein HSP 90 (rabbit reticulocyte lysate; luciferase refolding); hit rate 0.91% among 290,000; AID 1789, 2009;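 active = inhibition above the screen-wide mean plus 3 SD, computed separately per campaign, cut at about 16% in these data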;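 note: 0% = DMSO wells and 100% = 60 µM geldanamycin wells; inhibitors lower the luminescence because luciferase stays unfolded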
# HSF1 activator = HSF-1 activators, primary screen, NIH3T3-HGL cells, MG132 stress, luminescence, single point | AID 504408, 2011 | activation, % at 9 µM | NIH3T3-HGL HSF-1 luciferase reporter, 8 h; 100% = twice DMSO control signal | hit rate 1.7% among 300,000;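 active = mean replicate activation of at least 50% with a set share of replicates each reaching 50%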;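 note: 0% = median of the neutral control wells and 100% = twice that signal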
# Platelet DG rel = inhibitors of platelet dense granule secretion, primary screen, cell-based, MLPCN, human platelets | human platelet-rich plasma, SFLLRN dense granule ATP release, luminescence | AID 1663, 2009 | hit rate 0.22% among 300,000 | inhibition, %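 (compounds screened at 7.5 µM in platelet-rich plasma)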;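 active = mean replicate score, as percent of positive control, at or above 50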
# HDAC3 inhib = HDAC3 deacetylase inhibitors, primary screen, biochemical, fluorescence, cell-free homogeneous; Histone deacetylase 3 (Homo sapiens), O15379; recombinant HDAC3, fluorogenic peptide/trypsin coupled; inhibition, % at 8.3 µM; hit rate 0.15% among 320,000; AID 2718, 2010; in the data active = inhibition above about 26%, passing the limit was not always enough
# * = called active by the depositor; i = inactive; / = not tested or not shown. Not all compounds are listed; the hit share may differ from the screen's.
SMILES,PolyA inhibitor,AI-2 QS modul,GSK3B inh,DYRK1A inh,GSK3 alpha inh,HSF1 inhib,HSP90 inh,HSF1 activator,Platelet DG rel,HDAC3 inhib
CC(=O)Nc1ccc(NC(=O)c2ccccc2S(=O)(=O)c2ccccc2[N+](=O)[O-])cc1,i,23,-24,1,-1,-2,1,2,4,/
Cc1ccc(OCC(=O)NCC2CCCO2)c(C)c1 (stereo not given),i,33,1,/,-3,11,1,9,-1,-1
Cc1cc(C)cc(NC(=O)C2CCCN2S(=O)(=O)c2cccc3cccnc23)c1 (stereo not given),i,26,0,4,0,0,4,-3,-7,-4
CCCCc1ccc(NC(=O)CSc2nc(=O)n(CCN3CCOCC3)c3c2CCC3)cc1,i,-1,-1,1,-2,11,/,12,3,5
O=C(NCc1cccs1)C(=O)NCC1OCCCN1S(=O)(=O)c1ccc(F)cc1 (stereo not given),i,0,8,-2,-1,10,3,-11,-5,4
CN(C)C(CNC(=O)/C=C/c1cccc(Cl)c1)c1ccccc1 (stereo not given),i,26,1,/,-1,-7,3,18,2,-10
COc1ccc(C)cc1-n1nnnc1SCc1nc2ccccc2s1,i,12,1,0,-4,1,2,9,0,3
O=C(CCl)N1CCN2C(=O)c3ccccc3C12c1ccc(Cl)cc1 (stereo not given),i,11,0,-1,1,45,-1,76*,-1,-4
Cc1ccc(CNC(=O)c2ccc(NC3=NC4CS(=O)(=O)CC4S3)cc2)cc1 (stereo not given),i,16,-3,2,-2,-6,-5,-7,-5,/
CCCCN(CC)S(=O)(=O)N1CCC(C(=O)NCc2ccc(F)cc2)CC1,i,-2,-1,-1,0,-7,2,1,-10,2
CCOc1ccc(NCc2nc3ccccc3n2CCOc2ccccc2)cc1,i,29,-1,3,-1,-52*,2,-61,0,10
O=c1c2ccccc2c2ccccc2c(=O)n1Cc1cccnc1,i,14,5,6,-4,-8,-2,-19,10,3
O=S(=O)(Nc1nc2ccccc2nc1-[n+]1cccc(N=C([O-])c2ccccc2Cl)c1)c1ccccc1,i,0,0,/,-4,-1,2,-8,-9,-2
Cc1ccc(-n2cccc2/C=C2/C(=N)N3C(=NC2=O)SN=C3S(C)(=O)=O)cc1,i,39,-2,3,5,-6,-3,-4,8,5
NS(=O)(=O)c1ccc(O)c(NC(=O)c2ccc([N+](=O)[O-])cc2)c1,i,43,0,-9,0,-5,3,2,6,0
CCN(Cc1ccc(C#CCCO)cc1)CC1CCCN(CCc2cccc(F)c2)C1 (stereo not given),i,15,-3,/,4,1,3,8,-1,2
NC(=O)c1ccccc1-c1nc(-c2ccccc2)no1,i,17,0,13,-3,19,-3,28,-1,2
CC(C)CN1CC(=O)N2C(c3ccccc3)c3[nH]c4ccccc4c3C[C@H]2C1=O (stereo not given in full),i,38,-1,-1,-1,-3,-4,-6,4,4
Cc1nn(-c2ccccc2)c(C)c1NC(=O)COC(=O)C1CC(=O)N(CCc2ccccc2)C1 (stereo not given),i,3,0,3,1,13,/,3,-1,-3
CC(C)OP(=O)(OC(C)C)C(NC(=O)c1ccccc1Br)C(N)=O (stereo not given),i,12,2,3,4,6,5,12,7,-2
CC1(C)Cc2nc3nc(SCC(=O)Nc4ccccc4)nc(N)c3cc2CO1,i,12,4,-4,0,-4,0,-7,-16,5
NC(=O)c1ccc(NC(=O)CCc2nc3sc4c(c3c(=O)[nH]2)CCCC4)cc1,i,15,2,-3,-1,-3,/,-4,10,6
O=C(COC(=O)c1ccccc1SCC(=O)N1CCCC1)NCc1ccccc1,i,-9,-1,6,0,4,/,4,-9,1
COc1ccccc1/C=N/N1CCN(Cc2ccccc2Cl)CC1,i,1,-1,7,0,6,0,29,-1,-4
COc1ccccc1N1CCN(S(=O)(=O)c2c(C)ccc3nsnc23)CC1,i,4,3,/,-4,-8,0,-15,-1,-2

# The last two records of the section before lead into the next.
SMILES,PolyA inhibitor,AI-2 QS modul,GSK3B inh,DYRK1A inh,GSK3 alpha inh,HSF1 inhib,HSP90 inh,HSF1 activator,Platelet DG rel,HDAC3 inhib
COc1ccccc1/C=N/N1CCN(Cc2ccccc2Cl)CC1,i,1,-1,7,0,6,0,29,-1,-4
COc1ccccc1N1CCN(S(=O)(=O)c2c(C)ccc3nsnc23)CC1,i,4,3,/,-4,-8,0,-15,-1,-2
Cc1cc(C)cc(OC(C)C(=O)Nc2ccccc2C(=O)NCc2cccnc2)c1 (stereo not given),i,/,/,2,2,-1,2,21,-3,2
COc1oc(-c2ccc(Cl)cc2)nc1C(F)(F)F,/,2,3,-2,-4,1,1,2,1,-1
C/C(=N\Nc1nc2ccccc2s1)c1ccc(Br)s1,i,25,-1,-4,/,-33,-3,-40,-3,16
Cc1cc(=O)oc2cc(OCC(=O)OCC(=O)Nc3ccccc3Br)ccc12,i,6,-13,3,-3,0,-1,-11,4,-11
Cc1[nH]n(-c2ccccc2)c(=O)c1C=Nc1cccc2cccnc12,i,18,0,5,1,-29,4,-32,-31,-7
Cc1cccc(N2C(=O)C(O)=C(C(=O)c3cccs3)C2c2cccc(Oc3ccccc3)c2)n1 (stereo not given),i,40,4,-5,0,4,4,26,-3,-2
COc1cc2c(cc1OC)CN(CC(=O)Nc1ccc(S(=O)(=O)N3CCCC3)cc1)CC2,i,5,-3,3,0,0,4,-20,-17,-5
CC(C)Cn1c2c(c(O)c(C(=O)Nn3c(Cc4ccccc4)nc4ccccc4c3=O)c1=O)CCCC2,i,8,-2,3,-4,-7,1,17,-9,-7
Cc1ccc(S(=O)(=O)N/N=C2\C(=O)C3(C)CCC2C3(C)C)cc1 (stereo not given),i,32,-3,0,-1,-1,3,17,-2,2
COC(=O)NNC(=O)c1ccc(C)c(Br)c1,i,-2,-1,-6,-1,-9,-3,-12,3,-6
O=C(COC(=O)c1ccc2c(c1)OCO2)NC1CCS(=O)(=O)C1 (stereo not given),i,11,-8,3,1,0,1,7,-2,11
CCC(C)C(NC(=O)C1CCC(=O)N1C(=O)OCc1ccccc1)C(=O)NC(Cc1ccccc1)C(N)=O (stereo not given),i,32,1,6,0,-6,0,-3,4,2
O=C(COc1ccccc1)N1CCN(c2ncccn2)CC1,i,21,-3,0,-2,-2,3,-1,9,-5
Cc1nn(C)cc1CN1CCC(CO)(CCOc2ccccc2)CC1,i,1,3,-5,-3,-6,1,-9,1,-2
O=C1c2oc3ccccc3c(=O)c2C(c2cccc(Br)c2)N1Cc1ccco1 (stereo not given),i,3,-1,-3,0,18,2,40,2,12
NS(=O)(=O)c1cccc(NS(=O)(=O)c2ccc3ccccc3c2)c1,i,-97*,4,5,-2,5,2,9,11,6
COc1ccc(N(C(=O)c2snc(C(N)=O)c2N)C(C(=O)NC2CCCC2)c2cc(OC)ccc2OC)c(OC)c1 (stereo not given),i,4,0,0,6,2,11,30,-21,-5
COc1nc(-c2ccccc2)ccc1-c1noc(-c2ccco2)n1,i,-5,-1,-2,-1,-5,-1,-5,-1,5
O=C(NCCCN1CCOCC1)c1cccs1,/,/,/,3,-2,/,3,/,/,1
O=C(Nc1ccc(-c2cscn2)cc1)C1CCCN(Cc2ccccc2)C1 (stereo not given),i,19,-1,1,4,-6,-1,4,-5,-3
Cc1ccc(-n2ccc(=O)c(C(=O)Nc3ccc(S(=O)(=O)N4CCOCC4)cc3)n2)cc1,i,11,0,-9,-2,-2,0,-10,-3,9
O=C(NC1CCCC1)C(c1ccccc1)N(C(=O)c1csnn1)c1ccccc1F (stereo not given),i,19,2,-1,0,4,-4,11,-4,-7
O=c1c(N=Nc2ccc(O)cc2)c(-c2ccccc2)[nH]n1-c1ccc([N+](=O)[O-])cc1,i,11,0,1,-2,1,6,10,7,1
COc1cc(OC)nc(Oc2ccccc2C(=O)Oc2cccc(C)c2)n1,i,9,3,-2,-5,6,0,15,2,-2
COCCCn1c(O)c(/C=C2\N=C(C#N)C(=Nc3ccc(C)cc3)O2)sc1=S,i,36,0,/,-3,14,3,29,1,3
S=C(NCc1ccco1)N1CCN(c2ccc(Cl)cc2)CC1,i,18,0,0,-2,18,5,30,3,-5
CC1CCOC(c2coc3ccccc3c2=O)O1 (stereo not given),i,13,2,-2,-1,11,-1,4,10,0
CCOC(=O)N1CCN(Cc2nc3cc(NC(=O)CC)ccc3n2C)CC1,i,16,-3,5,-3,-10,-3,-12,1,-4

# In the list so far, eight have an aryl methoxy group.
SMILES,PolyA inhibitor,AI-2 QS modul,GSK3B inh,DYRK1A inh,GSK3 alpha inh,HSF1 inhib,HSP90 inh,HSF1 activator,Platelet DG rel,HDAC3 inhib
COc1ccc(C)cc1-n1nnnc1SCc1nc2ccccc2s1,i,12,1,0,-4,1,2,9,0,3
COc1ccccc1/C=N/N1CCN(Cc2ccccc2Cl)CC1,i,1,-1,7,0,6,0,29,-1,-4
COc1ccccc1N1CCN(S(=O)(=O)c2c(C)ccc3nsnc23)CC1,i,4,3,/,-4,-8,0,-15,-1,-2
COc1oc(-c2ccc(Cl)cc2)nc1C(F)(F)F,/,2,3,-2,-4,1,1,2,1,-1
COc1cc2c(cc1OC)CN(CC(=O)Nc1ccc(S(=O)(=O)N3CCCC3)cc1)CC2,i,5,-3,3,0,0,4,-20,-17,-5
COc1ccc(N(C(=O)c2snc(C(N)=O)c2N)C(C(=O)NC2CCCC2)c2cc(OC)ccc2OC)c(OC)c1 (stereo not given),i,4,0,0,6,2,11,30,-21,-5
COc1nc(-c2ccccc2)ccc1-c1noc(-c2ccco2)n1,i,-5,-1,-2,-1,-5,-1,-5,-1,5
COc1cc(OC)nc(Oc2ccccc2C(=O)Oc2cccc(C)c2)n1,i,9,3,-2,-5,6,0,15,2,-2
